# POLB inh = DNA polymerase beta (human) inhibition | P06746 | Pol beta primer extension/strand displacement, fluorescence kinetic | Potency, µM (highest dose often 114 µM), for the others: at the highest dose activity change, negative = inhibition, actives largely listed as inhibitors | 340,000 compounds, 1.3% hits; also: potency is read from the fitted curve at half-maximal effect; % is scaled to controls: 0 for no effect and ±100 for the full control effect
#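 Pol beta (10 nM) was preincubated with compound for 15 min at room temperature. The reaction was then started with 50 nM substrate and read immediately and after a further 10 min at room temperature.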
# ALOX12 inh = ALOX12 (human) lipoxygenase inhibition | P18054 | purified 12hLO, xylenol orange hydroperoxide absorbance | Potency, µM (series often up to 108 µM), without a hit: at the top dose activity change, negative = inhibition, most hits filed as inhibitors | 580,000 compounds, 1.1% hits; also: potency is read from the fitted curve at half-maximal effect; % is scaled to controls: 0 for no effect and ±100 for the full control effect
#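 Purified human 12hLO at 150 nM in 25 mM Hepes, 0.01% Triton X-100, pH 7.0, preincubated 15 min at room temperature with compound. Reaction started with 40 uM arachidonic acid, 30 min at room temperature. Hydroperoxide measured by Fe-xylenol orange, 573/405 nm absorbance ratio.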
# APE1 inh = inhibitors of human APE1 endonuclease. 350,000 compounds, 0.35% hits. Potency, µM (highest dose often 65.8 µM), for inactives: at the highest dose activity change, negative = inhibition, hits mostly inhibitors. P27695. recombinant APE1, TAMRA/BHQ-2 abasic DNA cleavage fluorescence. AID 2517;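 also: potency is read from the fitted curve at half-maximal effect; plate controls were vehicle for no effect and reference inhibitor for full effect; nearly all actives have a fitted effect of over 55% in size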
# Target sequence (P27695 whole entry, looked up): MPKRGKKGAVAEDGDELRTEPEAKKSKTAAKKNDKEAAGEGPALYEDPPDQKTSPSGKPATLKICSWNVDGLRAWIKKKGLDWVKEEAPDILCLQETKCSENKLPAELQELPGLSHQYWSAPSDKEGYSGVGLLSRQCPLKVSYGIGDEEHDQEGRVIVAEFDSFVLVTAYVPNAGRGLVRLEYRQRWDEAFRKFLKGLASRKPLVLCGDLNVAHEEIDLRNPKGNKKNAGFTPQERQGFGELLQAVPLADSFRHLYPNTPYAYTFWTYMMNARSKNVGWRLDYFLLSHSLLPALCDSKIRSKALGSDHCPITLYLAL
#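 Activity was derived from the fluorescence gain between first and third kinetic reads (60 s intervals, ex 525/em 598 nm) after 50 nM THF-abasic TAMRA/BHQ-2 duplex was added to 0.75 nM APE1 preincubated 15 min with compound.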
# ERG Ets-DNA blk = blocks human ERG Ets domain binding to DNA | 370,000 compounds, 0.028% hits | Potency, µM (series often up to 76.9 µM), for the others: at the top dose FP activity, negative = inhibition, usual class: inhibitors | fluorescence polarization, His-ERG Ets domain / labelled DNA; active = well fitted inhibition curve with a large enough effect in the polarisation, with a control signal flat; inconclusive = small, poorly fitted or top-dose-only effect, or effect the other way, or a change in a side signal; inactive = no such curve, though single readings can be large or run the other way; the % refers to the polarisation;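 also: polarization taken with two DNA probes labelled with fluorescein and Texas red; potency is read from the fitted curve at half-maximal effect; % of control where 0% means no effect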
# Target sequence (P11308 whole entry, looked up, the tested form may be a part): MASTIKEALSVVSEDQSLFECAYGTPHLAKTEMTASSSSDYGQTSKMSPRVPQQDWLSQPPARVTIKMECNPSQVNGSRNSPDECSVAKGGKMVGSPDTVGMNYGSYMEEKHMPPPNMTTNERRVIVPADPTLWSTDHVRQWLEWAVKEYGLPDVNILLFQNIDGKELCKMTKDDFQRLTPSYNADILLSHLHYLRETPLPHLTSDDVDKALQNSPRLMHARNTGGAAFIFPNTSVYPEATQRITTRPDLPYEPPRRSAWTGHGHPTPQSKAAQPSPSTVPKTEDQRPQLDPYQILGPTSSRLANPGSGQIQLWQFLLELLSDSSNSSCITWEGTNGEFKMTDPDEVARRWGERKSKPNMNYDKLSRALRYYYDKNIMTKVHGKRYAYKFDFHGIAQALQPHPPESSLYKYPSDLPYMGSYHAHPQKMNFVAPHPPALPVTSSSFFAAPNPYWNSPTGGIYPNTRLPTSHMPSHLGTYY
#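 His-tagged ERG Ets domain (1 uM in the protein solution; 300mM KCl, 50mM Tris-HCl, 1mM EDTA, 1mM DTT, pH 7.5) received compound, then a probe mix of 5 nM fluorescein-DNA and 100nM Texas-615-DNA. Fluorescence polarization was read for both dyes.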
# POLK inh = DNA polymerase kappa (human) inhibition; Q9UBT6; purified Pol kappa, fluorescent DNA synthesis assay, 10 min; Potency, µM (series often up to 107 µM), for the others: top-dose activity, negative = inhibition, usual class: inhibitors; 400,000 compounds, 0.53% hits; also: potency is read from the fitted curve at half-maximal effect; % is scaled to controls: 0 for no effect and ±100 for the full control effect
#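 10 nM Pol kappa preincubated 15 min at room temperature with compounds, then reaction started with substrate at 50 nM final. Fluorescence read kinetically at 0 and 10 min; buffer-only wells served as negative control.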
# POLH inh = inhibitors of human DNA polymerase eta. 390,000 compounds, 1.2% hits. Potency, µM (top dose mostly 114 µM), without a hit: top-dose activity change, negative = inhibition, usual class: inhibitors. recombinant Pol eta, fluorescent DNA replication assay; also: potency is read from the fitted curve at half-maximal effect; % is scaled to controls: 0 for no effect and ±100 for the full control effect
#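 Pol eta (10 nM) was preincubated with compounds for 15 min at room temperature, after which fluorescent replication substrate (50 nM final) was added to start the reaction. Fluorescence was read kinetically at 0 and 10 min.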
# Anesthetic bind = binds horse apoferritin like a general anesthetic; 350,000 compounds, 0.074% hits; Potency, µM (highest dose often 77.5 µM), for inactives: top-dose activity change, negative = displacement, hits mostly inhibitors; P02791; apoferritin/1-aminoanthracene competitive binding, fluorescence; also: potency is read from the fitted curve at half-maximal effect; % is scaled to controls: 0 for no effect and ±100 for the full control effect; nearly all actives have a fitted effect of over 20% in size
#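 Horse-spleen apoferritin (10 uM) was mixed with 50% saturated 1-aminoanthracene in PBS, exposed to compounds for 10 min at room temperature, and read for fluorescence (ex 380 nm, em 535 nm). Competitive displacement was fitted with a four-parameter Hill equation.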
# LDHA block = inhibitors of human lactate dehydrogenase A; P00338; purified LDHA, NADH/diaphorase-resazurin fluorescence; stronger effect = lower value; activity change, % (values are at about 110 or 230 µM); 480,000 compounds, 0.15% hits; AID 1347041; in the data active = activity change below about -30%; inconclusive = mostly about -25% to -30%;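 also: plate controls were DMSO wells for no effect and wells without enzyme for full effect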
#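 Remaining NADH was detected by diaphorase (0.133 mg/mL) converting 37 µM resazurin to fluorescent resorufin, read at 0 and 20 minutes. The preceding 5-minute room-temperature reaction used 2 nM LDHA, 0.2 mM sodium pyruvate and 0.06 mM NADH at pH 7.4.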
# RGS4 inhibitor = human RGS4 inhibition. P49798. Transcreener GDP fluorescence polarization, RGS4-accelerated GTP hydrolysis. Potency, µM (doses to about 114 µM), for the others: top-dose activity change, negative = inhibition, hits mostly inhibitors. 390,000 compounds, 0.039% hits; also: potency is read from the fitted curve at half-maximal effect; % is scaled to controls: 0 for no effect and ±100 for the full control effect; nearly all actives have a fitted effect of over 75% in size; some results filed as inactive show a strong effect at the top dose
# Target sequence (P49798 whole entry, looked up): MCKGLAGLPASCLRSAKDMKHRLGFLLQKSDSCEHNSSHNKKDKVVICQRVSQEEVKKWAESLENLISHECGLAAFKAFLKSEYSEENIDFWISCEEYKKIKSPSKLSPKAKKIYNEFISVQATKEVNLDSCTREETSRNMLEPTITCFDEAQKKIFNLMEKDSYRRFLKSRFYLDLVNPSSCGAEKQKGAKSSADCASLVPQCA
#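 MLSMR compounds (23 nl, pin-transferred) preincubated 10 min at room temperature with a 500nM (2x) first reagent, then RGS4 at 900nM (2x) plus Transcreener GDP mix added; fluorescence polarization (620/688 nm) read before and after 90 min at 30 °C.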
# Starred values were filed as active, the others as inactive; u = inconclusive; x = no result given; & = joins results of further samples; ! = repeats disagree; [ ] = dose if it differs, or a comment. Unless noted, calls follow the shape of the dose curve; as a rule, active = well fitted curve in the direction sought with a large enough effect; inconclusive = small, poorly fitted or top-dose-only effect, or another doubt; inactive = no such curve, though single readings can be large; an effect the other way counts as inactive or inconclusive. A portion of the library, so the mix of outcomes need not match the whole.
# Value order: POLB inh	ALOX12 inh	APE1 inh	ERG Ets-DNA blk	POLK inh	POLH inh	Anesthetic bind	LDHA block	RGS4 inhibitor
CCOC(=O)c1ccc2c(c1)n(Cc1ccccc1)c(C)[n+]2CC
  -2%	3%	1%	3%	12%	-11%	-6%	-2	-21%
O=C(c1cc(C(=O)NCc2ccccc2)c(=O)n(Cc2ccccc2)c1)c1cc(Cl)ccc1O
  -21%	u	-3%	3%	-9%	-18%	0%	1	5%
O=[N+]([O-])c1cc([As](=O)(O)c2ccc(O)c([N+](=O)[O-])c2)ccc1O
  -15%	-20%	0%	1%	3%	-12%	-8%	4	-19%
COCCOC(=O)c1c(N)n(Cc2ccco2)c2nc3ccccc3nc12
  0%	0%	u	-6%	-7%	u	350%[activator]	11	-52%
Cc1nn(CC(C)C)c(Cl)c1C(=O)O
  5%	-3%	-5%	-12%	-1%	-14%	-4%	2	-1%
C=CCNC(=S)/N=C/c1c(O)[nH]c(=O)[nH]c1=O
  0%	-13%	-1%	-2%	-25%	4%	-7%	-4	-9%
Cc1nn(Cc2ccccc2Cl)c(Cl)c1C(=O)OCC(=O)NCc1ccco1
  -17%	-6%	-17%	-16%	-12%	2%	-6%	-8	-20%
CC1CCC(N2CCN(C(=O)COc3ccccc3)CC2)CC1 (stereo not given)
  32%	u	7%	3%	-4%	2%	-1%	-22	-22%
C=CCN1CC[C@]23c4c5ccc(O)c4OC2C(O)CC[C@@]3(O)[C@H]1C5 (stereo not given in full)
  x	-2%	32%	4%	15%	-11%	x	-2	-19%
CN1CC[C@@]2(C)c3cc(OC(=O)Nc4ccccc4)ccc3N(C)[C@@H]12
  x	8%	-1%	x	1%[60.1 µM]	x	-12%	x	u
CC/C(=N\Nc1ccccc1)c1c(O)[nH]c(=O)[nH]c1=O
  77%	u	-2%	8%	0%	2%	-3%	-2	-14%
O=C(C1CCCO1)N1CCC2(CC1)OCCO2 (stereo not given)
  -9%	-1%	0%	1%	-9%	-3%	-4%	-3	-26%
COc1ccc(CN2CCN(C(=O)COc3ccccc3)CC2)c(OC)c1
  1%	u	x	10%	9%	-18%	-5%	-9	5%
CN(C)[C@@H]1C(=O)C(C(N)=O)=C(O)[C@@]2(O)C(=O)C3=C(O)c4c(O)cccc4[C@@](C)(O)C3[C@H](O)C12 (stereo not given in full)
  x	u	-39%&-1%	-29%&13%	8.9µM*!	32µM*!	x	-17&0	u
CN1CC=C2C(C#N)=C(N)C(C#N)(C#N)C(c3ccncc3)C2C1 (stereo not given)
  -4%	x	4%	-16%	-10%	-1%	105%[activator]	9	-10%[11.4 µM]

# Complete entries as entered above:
# Entry for CC/C(=N\Nc1ccccc1)c1c(O)[nH]c(=O)[nH]c1=O : POLB inh: 77%; ALOX12 inh: u; APE1 inh: -2%; ERG Ets-DNA blk: 8%; POLK inh: 0%; POLH inh: 2%; Anesthetic bind: -3%; LDHA block: -2; RGS4 inhibitor: -14%
# Entry for O=[N+]([O-])c1cc([As](=O)(O)c2ccc(O)c([N+](=O)[O-])c2)ccc1O : POLB inh: -15%; ALOX12 inh: -20%; APE1 inh: 0%; ERG Ets-DNA blk: 1%; POLK inh: 3%; POLH inh: -12%; Anesthetic bind: -8%; LDHA block: 4; RGS4 inhibitor: -19%
# Entry for O=C(C1CCCO1)N1CCC2(CC1)OCCO2 (stereo not given) : POLB inh: -9%; ALOX12 inh: -1%; APE1 inh: 0%; ERG Ets-DNA blk: 1%; POLK inh: -9%; POLH inh: -3%; Anesthetic bind: -4%; LDHA block: -3; RGS4 inhibitor: -26%

# Next part.
# Value order: POLB inh	ALOX12 inh	APE1 inh	ERG Ets-DNA blk	POLK inh	POLH inh	Anesthetic bind	LDHA block	RGS4 inhibitor
OCC#CC[N+]1(CC#Cc2ccccc2)CCCC1
  u	u	0%	11%	10%	-15%	-7%	1&-1	-12%
CC(C)CN1CCN(Cc2cccc3c2OCO3)CC1CCO (stereo not given)
  -2%	u	-3%	-14%	2%	-22%	-7%	-1	-16%
CCCCCc1cc(O)c2c(c1)OC(C)(C)[C@@H]1CCC(C(=O)O)=C[C@H]21
  x	x	-5%&-1%	x	-8%[60.1 µM]	x	-14%&3%	x	u
Cc1ccccc1CN1C(=O)CN=C(c2ccccc2)c2cc(Cl)ccc21
  -9%	-15%	x	4%	-4%[60.1 µM]	-23%	-17%	3	-27%
CN(CCc1nnc(N)s1)[N+](=O)[O-]
  65%	-2%	16%	-2%	-4%	-4%	-1%	-5	1%
COC(=O)C1=C(c2cc3ccccc3o2)C[C@@H]2CC[C@H]1N2C(=O)N1CCC(C)CC1
  x	-4%	x	-7%	-22%	-24%	x	3	-18%
COc1cc(C)c(CN2CCN(c3ccccc3)CC2)cc1C
  4%	u	1%	-4%	-19%	-8%	-16%	-15	25%
COCCOC(=O)C1=C(N)OC(C)=C(C(=O)OC)C12C(=O)Nc1ccccc12 (stereo not given)
  6%	5%	2%	x	-1%	-9%	-6%	16	7%
CCNc1cc(N2CCN(C)CC2)ccc1[N+](=O)[O-]
  13%	0%	6%	1%	-22%	-4%	-20%	0	-27%
COC(=O)C1=C(c2ccccc2)C[C@@H]2CC[C@H]1N2C(=O)NCc1ccccc1
  x	18%	x	-2%	5%	-8%	x	-7	26%
COC(=O)C1=C(c2ccc(OC)c(OC)c2)C[C@@H]2CC[C@H]1N2C(=O)NC1Cc2ccccc2C1
  x	-4%	25%	-14%	2%	-20%	x	-3	10%
Cc1ccc(C(=O)N[C@@H](C)CN2C3=NC[C@H](Cc4ccccc4)N3C[C@H]2Cc2ccc(O)cc2)cc1Br
  2%	x	-1%	-1%	-22%	-4%	-24%	2	4%
CC(=O)OC1CC2(O)C3CCC4CC(O)CCC4(C)C3CCC2(C)C1C1=CC(=O)OC1 (stereo not given)
  x	14%	x	x	-1%	-17%	x	-3	-6%
CCC1(CCCC(=O)c2ccc(F)cc2)C(=O)NC(=S)NC1=O
  26%	-27%	-2%	2%	-19%	-19%	-18%	2	-7%
CCC(C)n1c(O)c(/C=N/Nc2nc3c(c(=O)n(C)c(=O)n3C)n2C)c(=O)[nH]c1=S (stereo not given)
  9%	u	1%	-1%[15.4 µM]	4%	-14%	-14%	3	u
Cn1cc(C(=O)c2ccccc2)c2ccccc21
  u	18%	-4%	-3%	2%	3%	-18%	-7	3%
CC(C)[C@H]1C(=O)O[C@H](C(C)C)C(=O)N(C)[C@@H](C(C)C)C(=O)O[C@H](C(C)C)C(=O)N(C)[C@@H](C(C)C)C(=O)O[C@H](C(C)C)C(=O)N1C
  11%	x	-3%	4%	-13%	-19%	u	-10	-19%
CN1C(=O)/C(=C/c2ccc(N3CCCCCC3)o2)C(=O)NC1=S
  -17%	21%	u	u	-15%	u	-2%	-3	u
COC(=O)C1=C(c2ccc(F)cc2F)C[C@@H]2CC[C@H]1N2C(=O)NCc1ccc2c(c1)OCO2
  x	2%	29%	2%	-42%	-7%	x	3	-10%
Cc1cc(OCC(=O)N2CCC(C(=O)O)CC2)c2c3c(c(=O)oc2c1)CCCC3
  12%	37%	47%	5%	-17%	0%	-4%	0	3%
CCN(CC)C(=O)c1ccc(NC(=O)Nc2ccccc2F)cc1
  14%	0%	6%	-5%	13%	-15%	u	-3	-12%
O=[N+]([O-])/C(Cl)=C1\NCCN1Cc1ccc(Cl)nc1
  10%	6%	0%	0%	-3%	-7%	-3%	-3	-2%
CC(C)(C)C(=O)NC1CCSC1=O (stereo not given)
  -10%	1%	0%	x	x	x	-4%	x	x
OC1/C(=C/c2ccccc2C(F)(F)F)N2CCC1CC2 (stereo not given)
  -4%	-6%	4%	0%	-12%	-15%	-17%	1	-2%
COc1ccc2c(c1)C13CCCC[C@@H]1C(C2)N(C)CC3 (stereo not given in full)
  -23%	17%	1%	3%	0%	-13%	-3%	-14	2%

# Source: PubChem
